MC4R ag barr: MC4R agonists recruiting beta-arrestin, primary screen, cell-based, luminescence, agonist arm of biased-ligand search; Melanocortin receptor 4 (Homo sapiens), P32245; hit rate 0.98% among 360,000; U2OS MC4R beta-arrestin complementation; percent of melanotan II response, DMSO zero; AID 540308, 2011; activation, % at 8.9 µM;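 active = activation above a per-plate cutoff, the mean activation of sample wells on that plate plus 3 SD, cut at about 8% in these data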
Target sequence (P32245 whole entry, looked up): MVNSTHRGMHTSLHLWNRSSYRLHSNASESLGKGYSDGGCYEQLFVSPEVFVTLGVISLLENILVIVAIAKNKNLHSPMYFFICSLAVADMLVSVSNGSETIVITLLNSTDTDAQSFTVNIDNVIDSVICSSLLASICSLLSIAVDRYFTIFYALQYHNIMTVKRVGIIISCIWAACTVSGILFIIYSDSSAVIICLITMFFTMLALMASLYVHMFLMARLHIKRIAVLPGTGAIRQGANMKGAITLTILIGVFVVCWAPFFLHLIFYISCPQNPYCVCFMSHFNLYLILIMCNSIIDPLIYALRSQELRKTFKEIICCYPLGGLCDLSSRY
Cardio protect: cardioprotection against H2O2-induced cell death, primary screen, uHTS, H9c2 cells, ATPLite luminescence; H9c2 cardiomyocytes, H2O2 injury protection, 2 h; protection from H2O2 cell death, % at 20 µM; hit rate 0.63% among 360,000;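 active = compounds giving at least 50% protection of heart cells from peroxide-induced death in the single-dose screen, raw or plate-pattern-corrected value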;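 also: 0% = DMSO wells with peroxide and 100% = DMSO wells without peroxide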
Vif inh: HIV Vif self-association inhibitors, primary screen, imaging, HEK293T, single point | HEK293T cells, Vif self-association by quenched fluorescence, 24 h | inhibition, % at 7.49 µM | hit rate 0.35% among 340,000 | AID 602346, 2012; in the data active = inhibition above about 50%, passing the limit was not always enough; also: some results filed as inactive read as strong as hits
ABCB6 inh MLPCN: ABCB6 transporter inhibitors, primary screen, K562-ABCB6 cells, flow cytometry, MLPCN library; ATP-binding cassette sub-family B member 6 (Homo sapiens), Q9NP58; K562-ABCB6 porphyrin accumulation, 1 h; active compounds read low; fluorescence ratio to DMSO, % at 10 µM; hit rate 0.19% among 360,000;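 active = fluorescence ratio to DMSO below 75%, the collection mean minus 3 SD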;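 also: signal is porphyrin accumulated inside mitochondria; 100% equals median channel fluorescence of DMSO control wells; lower ratio means ABCB6 inhibition with less porphyrin fluorescence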
CaV13 FRET inh: Disruptors of the CACNA1D IQ motif to Ca2+-dependent inactivation inhibitor domain association, primary screening, Förster resonance energy transfer in intact living …; HEK cells, CFP/YFP FRET ICDI-IQ, plate reader, 10 min; percent FRET-ratio fall versus neutral wells; inhibition, % at 12.3 µM; hit rate 0.098% among 340,000; AID 743397;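 active = mean replicate inhibition of at least 30% and at least 1% of replicates passing that level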;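 also: 0% = median of the neutral control wells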
N-glyco inh: increase of ERlucT glycosylation luciferase signal, primary screen, N-linked glycosylation inhibitor project, D54 ERlucT cells, luminescence, set 2; D54 ERlucT glycosylation luciferase reporter, 24 h; percent of 100 nM tunicamycin response; reporter increase, % at 12.5 µM; hit rate 0.23% among 360,000;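 active = mean luciferase reporter signal, scaled so untreated is 0 and the glycosylation-blocking control 100, at or above a set limit in every replicate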;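 also: luciferase carries N-glycosylation sites so blocking glycosylation raises the light; 0% = median of neutral control wells and 100% = median of 100 nM tunicamycin wells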
PDI turbidity: inhibitors of human PDI, primary screen, biochemical, turbidity, single point, plate reader. Protein disulfide-isomerase (Homo sapiens), P07237. PDI insulin aggregation turbidity, A650, 90 min. inhibition, % at 10 µM. hit rate 0.052% among 350,000. AID 588391, 2011;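 active = mean inhibition across replicates of 30% or more, whatever share of single replicates reach that level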;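 also: absorbance from insulin aggregation driven by PDI reduction with DTT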
m5-HT2A agonist: mouse Htr2a agonists via beta-arrestin recruitment, primary screen, cell-based, luminescence; 5-hydroxytryptamine receptor 2A (Mus musculus), P35363; CHO-K1 mHTR2A beta-arrestin complementation; percent of 30 µM serotonin response; activation, % at 7.6 µM; hit rate 0.66% among 360,000; AID 624169, 2012;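 active = activation above a run cutoff, the mean activation of all tested compounds plus 3 SD, cut at about 14% in these data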;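 also: 0% = plate median of compound wells and 100% = 30 µM serotonin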
Target sequence (P35363 whole entry, looked up): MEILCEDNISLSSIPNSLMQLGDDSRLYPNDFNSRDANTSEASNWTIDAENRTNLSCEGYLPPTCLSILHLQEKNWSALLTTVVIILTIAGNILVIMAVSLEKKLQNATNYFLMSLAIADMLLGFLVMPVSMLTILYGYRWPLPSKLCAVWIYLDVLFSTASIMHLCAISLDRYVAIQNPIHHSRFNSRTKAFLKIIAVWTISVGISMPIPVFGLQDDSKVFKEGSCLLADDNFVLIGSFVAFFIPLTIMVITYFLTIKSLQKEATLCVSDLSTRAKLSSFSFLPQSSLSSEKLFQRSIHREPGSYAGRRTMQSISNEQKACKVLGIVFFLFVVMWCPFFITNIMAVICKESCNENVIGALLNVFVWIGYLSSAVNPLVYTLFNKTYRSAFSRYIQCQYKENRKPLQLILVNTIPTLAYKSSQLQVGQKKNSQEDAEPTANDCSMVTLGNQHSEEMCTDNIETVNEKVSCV
MC4R antag cAMP: MC4R antagonists of cAMP signaling, primary screen, cell-based, TR-FRET, antagonist arm of biased-ligand search. Melanocortin receptor 4 (Homo sapiens), P32245. MC4R-expressing cells, MTII-stimulated cAMP, LANCE TR-FRET. inhibition, % at 6.5 µM. hit rate 0.48% among 360,000;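 active = inhibition above its plate's cutoff, the mean of tested wells on that plate plus 3 SD, cut at about 29% in these data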;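 also: 0% = Melanotan II alone and 100% = Melanotan II plus saturating MCL0020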
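Assay system: U2OS cells stably expressing human melanocortin 4 receptor (MC4R) / Dosing: 6.5 µM / Timing: compound 30 min, challenge 1 h, detection 1 h / Measured by: Eu-cAMP/anti-cAMP TR-FRET, emission 671 nm / Replicates: singlicate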
aDG glyco up: activators of alpha-DG glycosylation, primary screen, uHTS, Pro5-aDG cells, AlphaScreen; AID 624168, 2012; hit rate 0.22% among 360,000; alpha-DG glycosylation AlphaScreen (IIH6); 0% Pro5, 100% B10-LARGE cell signal; activation, % at 10 µM;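 active = activation of at least 8% versus controls, or a plate z-score of at least 8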;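 also: Pro5 are CHO cells carrying HIG-tagged alpha-DG that lacks glycosylation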
Starred values were filed as active, the others as inactive; / = no result given.

molecule,CaV13 FRET inh,N-glyco inh,m5-HT2A agonist,Vif inh,ABCB6 inh MLPCN,MC4R antag cAMP,MC4R ag barr,aDG glyco up,PDI turbidity,Cardio protect
Cn1ncc([N+](=O)[O-])c1C(=O)N1CCOCC1,-8.5,3.6,-2.4,16.4,96.0,-1.6,-1.2,-0.3,-3.9,5.1
O=C1COc2ccc(C(=O)CSc3nnc(Cc4ccccc4)o3)cc2N1,-6.2,-2.3,8.5,18.3,98.0,3.1,2.9,0.1,2.3,-1.4
COc1ccc(/C=N/NC(=O)CNC(=O)c2ccncc2)cc1OC,-2.4,0.1,-3.2,6.4,97.0,11.4,-2.0,-0.1,-3.8,-0.5
Cc1nc(C(F)(F)F)ccc1C(=O)N1CCCCCC1(C)C(=O)NCC(C)C (stereo not drawn),-5.9,0.2,0.8,11.9,93.0,-0.6,-1.2,0.2,-10.9,-0.6
CCCCN(c1nc2ccccc2nc1Cl)S(=O)(=O)c1ccc(C)cc1,-4.4,-3.0,-8.3,-17.7,100.0,5.6,-0.5,0.1,1.6,-17.9
O=c1c2ccccc2c(-c2ccccc2)nn1-c1ccccn1,3.6,-0.9,-0.7,30.8,93.0,-1.9,-1.9,0.3,5.3,2.1
O=S(=O)(CC(c1ccccc1)N1CCCCC1)c1ccc(Cl)cc1 (stereo not drawn),-4.7,-5.2,4.3,15.0,103.0,-2.0,3.8,0.1,4.7,-5.0
Cc1cccn2c(=O)nc(SCC(=O)NCc3ccccc3Cl)nc12,-4.6,-0.9,-0.7,-3.1,98.0,6.8,-2.8,0.1,-4.1,-5.6
CCCSc1nc(SCC(=O)NCc2ccccc2)c2c3c(sc2n1)COC(C)(CC)C3 (stereo not drawn),-5.8,-7.1,1.3,-16.0,92.0,6.8,-1.4,0.2,-0.5,-6.0
OC1CCN(c2c3c(nc4cc(-c5cccc(F)c5)nn24)CCCC3)CC1,-9.9,-1.4,0.2,-3.3,94.0,-0.6,0.7,-0.1,3.6,59.3*
CCCn1c(O)c(N=Nc2ccc3ccccc3n2)c2ccccc21,-2.2,-4.2,2.2,0.0,99.0,7.5,-1.6,-0.8,-6.9,10.5
CC1CCc2nc3ccccc3c(C(=O)OCC(=O)N(C)C3CCS(=O)(=O)C3)c2C1 (stereo not drawn),6.3,-0.9,1.3,-2.2,94.0,0.4,-2.7,0.0,-0.8,2.5
c1ccc(Cn2c[n+](Cc3ccccc3)cn2)cc1,-1.2,1.8,-0.1,0.4,101.0,-8.4,-1.2,-0.2,11.3,3.0
CCN(CC)S(=O)(=O)c1ccc2c(c1)c(=O)c(C(=O)NCCN(C)CCc1ccccc1)cn2C,-6.2,-3.5,-6.7,23.3,98.0,-3.0,-0.2,-0.3,-1.3,10.9
COc1ccc(S(=O)(=O)N2CCOCC2)cc1C(=O)N(C)CCOc1ccc(Cl)cc1,-6.0,3.4,10.7,6.0,93.0,-2.1,-2.4,0.2,9.7,-12.2
Cc1ccsc1C(=O)N(CC(C)C)c1c(N)n(Cc2ccccc2)c(=O)[nH]c1=O,/,1.3,1.1,-8.5,96.0,-5.0,-2.2,-0.1,6.3,4.9
CCOC(=O)/C=C/C(=O)OCC(=O)Nc1c(Cl)cccc1Cl,-6.1,-2.6,1.7,13.7,91.0,7.5,-4.0,0.0,-0.5,32.1
COCCNCCOc1ccc(C)cc1[N+](=O)[O-],5.9,0.0,0.2,8.3,101.0,-0.4,1.3,-0.1,-8.0,-5.2
COC(=O)N1C(=O)[C@@](c2ccccc2)(C2CCCC2)N1C(=O)OC,/,-11.7,-7.1,-4.4,97.0,0.3,-2.1,0.3,-7.9,-9.8
CSc1ccccc1NC(=O)c1ccc([N+](=O)[O-])cc1,-6.3,2.7,-6.8,9.2,98.0,7.4,-3.2,-0.1,-1.7,3.4

(listing goes on)
molecule,CaV13 FRET inh,N-glyco inh,m5-HT2A agonist,Vif inh,ABCB6 inh MLPCN,MC4R antag cAMP,MC4R ag barr,aDG glyco up,PDI turbidity,Cardio protect
COc1ccccc1OCC(=O)Nc1cc(C)ccc1NC(=O)c1ccco1,-5.7,0.0,-0.8,-4.2,92.0,4.1,2.1,0.0,18.3,5.1
CC(OC(=O)c1ccccc1)C(=O)NCCC1=CCCCC1 (stereo not drawn),0.3,-0.2,-3.4,1.6,105.0,19.0,2.7,0.1,4.9,6.8
CS(=O)(=O)N(CC(=O)N1CCc2ccccc2C1)Cc1ccc(Cl)cc1,-4.9,1.6,-5.8,-9.6,107.0,5.7,-1.8,-0.3,5.5,-3.2
O=C(Nc1cccnc1)c1cc(-c2ccc(F)cc2)on1,-14.8,1.2,2.2,-0.3,98.0,1.3,2.9,0.0,1.0,-6.7
c1ccc(CNc2ncnc3c2oc2ccccc23)nc1,-5.3,-2.0,4.1,-13.7,94.0,11.7,3.3,0.3,4.0,-1.0
O=C(NCc1cccnc1)C(=O)NCC1CCCO1 (stereo not drawn),-4.1,2.0,-0.3,34.9,101.0,3.5,-0.6,-0.1,-0.8,7.3
O=C(CN1CCN(S(=O)(=O)c2ccc3ccccc3c2)CC1)Nc1ccc2c(c1)CCC2,-8.4,-1.8,-2.1,-5.0,95.0,7.8,2.1,0.2,8.1,-5.1
COc1ccc(NC(=O)CSc2nc(C(C)C)nc3c2c(=O)n(C)c(=O)n3C)c(OC)c1,-6.5,-1.8,4.8,-2.8,98.0,12.5,-1.5,-0.2,-2.9,0.5
O=C(O)C(Cc1ccccc1)n1cnnn1 (stereo not drawn),-4.7,2.0,2.3,15.1,96.0,8.0,-1.8,-0.1,-4.2,-0.3
CCOC(=O)C1(C)CCCN(C(=O)c2ccc(OC)c(OC)c2)C1 (stereo not drawn),-6.9,3.8,-3.0,14.5,123.0,-5.9,1.5,-0.3,1.1,4.9
Cc1cc(NC(=O)CCC(=O)N(CC(=O)NCC2CCCO2)c2cccc(F)c2)no1 (stereo not drawn),-2.3,-0.8,-0.1,2.0,100.0,6.4,1.0,-0.2,4.4,-2.0
COc1ccccc1OCc1ccc(C(=O)N/N=C/c2ccco2)cc1,-3.0,0.3,-0.2,3.4,96.0,-6.1,-1.5,-0.3,6.2,11.0
Cc1ccc(NC(=O)C2CCN(S(=O)(=O)c3ccc(N4CCCC4=O)cc3)CC2)cc1Cl,-5.7,-1.0,-6.4,-11.9,97.0,5.3,-0.8,4.5,8.5,-13.2
COC(=O)c1ccc(CON2C(=O)c3ccccc3C2=O)cc1,/,0.7,12.7,14.2,103.0,2.4,1.4,0.7,-2.5,-2.5
FC(F)(F)c1ccccc1NC(=S)NC1CCN(Cc2ccccc2)CC1,-4.5,1.4,16.9*,-0.7,96.0,8.1,-3.5,0.0,5.6,1.0
O=[N+]([O-])c1nn(-c2ccccc2)n(O)c1=NC1CCN(Cc2ccccc2)CC1,1.0,1.0,-4.1,-2.2,99.0,-4.8,3.7,0.1,0.1,0.1
CCOC(=O)N1CCC(N2Cc3cccc(C(=O)Nc4cccc(F)c4)c3C2=O)CC1,6.2,3.2,3.1,-9.9,98.0,1.1,-1.5,0.3,-6.8,4.0
O=C(CN1CCC(O)(c2ccccc2)CC1)Nc1ccc2c(c1)OCCO2,-4.7,-1.0,-0.3,-1.6,100.0,12.1,-2.5,0.0,-4.0,-4.0
COC(=O)c1cn(C(=O)c2cc(OC)c(OC)c(OC)c2)c2ccccc12,-19.2,16.1,7.1,-0.7,102.0,-11.5,-0.1,0.1,-3.9,-3.7
Cc1cccc2cc(C#N)c(N3CCCC3)nc12,-3.3,1.5,-0.5,-1.0,105.0,-4.8,-1.3,0.2,4.8,2.3

Next part:
molecule,CaV13 FRET inh,N-glyco inh,m5-HT2A agonist,Vif inh,ABCB6 inh MLPCN,MC4R antag cAMP,MC4R ag barr,aDG glyco up,PDI turbidity,Cardio protect
CC(C)N(Cc1ccccc1)C(=O)COC(=O)c1ccc(O)cc1,-6.6,1.2,6.6,-0.9,99.0,4.8,-3.1,0.1,4.1,4.5
CC1CCN(C(=O)COC(=O)Cc2c[nH]c3ccccc23)CC1,-9.8,-1.4,-7.5,/,97.0,7.5,-0.9,-0.2,8.3,-2.6
CCc1cc(=O)oc2cc(C)cc(OCC(=O)N3CCC(C(=O)O)CC3)c12,/,0.1,-5.2,-3.5,98.0,9.6,0.3,0.0,/,0.5
C=CCn1c(SCC(=O)Nc2ccccc2C)nc(O)cc1=O,-3.6,4.0,4.0,4.2,99.0,0.4,2.2,-0.4,5.6,-3.6
Cc1cc(C)c(C)c(OCCNCc2ccccc2)c1,-5.8,-0.2,8.2,-15.5,97.0,-6.1,0.5,0.5,25.1,-11.5
O=C(OCc1nc(-c2ccccc2)oc1COC(=O)c1ccco1)c1ccco1,-9.1,-0.7,-3.1,-0.7,93.0,7.4,1.3,1.7,-3.7,2.0
C[C@H](CO)N1C[C@H](C)[C@H](CN(C)S(=O)(=O)c2ccccc2C#N)OCc2cnnn2CCCC1=O,1.3,2.7,-1.7,7.8,107.0,7.2,0.2,-0.2,0.3,0.5
Cc1noc(C)c1S(=O)(=O)Nc1ccc(C(=O)NC2CCCCCC2)cc1,/,-3.1,-6.0,/,95.0,-5.4,-2.2,-0.1,21.2,-4.3
CCCCCCn1c(N2CCN(c3ccccc3)CC2)nc2c1c(=O)[nH]c(=O)n2C,/,-1.8,-3.2,1.5,103.0,9.1,3.7,1.0,-6.6,10.4
COc1ccc(/C=N/NC(=O)c2cccc(NC(=O)c3ccccc3Cl)c2)cc1OC,0.4,0.6,-3.3,4.1,104.0,7.8,-2.6,0.0,-3.1,12.1
O=C1NC(=Nc2ccccc2)SC1Cc1cccc(Cl)c1Cl (stereo not drawn),-6.0,-2.6,1.2,-1.8,101.0,7.9,-1.7,0.0,3.6,-8.1
COc1cccc(C2C(C#N)=C(N)N(N(C)C)C3=C2C(=O)CCC3)c1OC (stereo not drawn),-3.7,0.7,0.2,/,97.0,1.0,-1.4,0.0,-4.7,-2.3
Cc1ccc(S(=O)(=O)NC(CC(C)C)C(=O)N2CCCCCCC2)cc1 (stereo not drawn),-6.4,-3.4,-4.8,-8.7,94.0,-5.7,-0.9,1.8,-3.8,-2.9

Bioassay records deposited in PubChem BioAssay by several laboratories.
